Screens from PubChem.
NTR1 ag – NTR1-driven beta-arrestin-GFP spot formation – imaging, U2OS cells, high content, primary screen (AID 493036); P30989; activation, % at 20 µM; 0.17% of 330,000 active; agonist mode;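 active = activation at or above 40% of the spot to cytoplasm intensity ratio, with at least 20 cells analyzed; inconclusive = wells under 20 cells, flagged as cytotoxic or low count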;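 also: 0% = DMSO without peptide and 100% = 100 nM NTR1 peptide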
Target sequence (P30989 whole entry, looked up): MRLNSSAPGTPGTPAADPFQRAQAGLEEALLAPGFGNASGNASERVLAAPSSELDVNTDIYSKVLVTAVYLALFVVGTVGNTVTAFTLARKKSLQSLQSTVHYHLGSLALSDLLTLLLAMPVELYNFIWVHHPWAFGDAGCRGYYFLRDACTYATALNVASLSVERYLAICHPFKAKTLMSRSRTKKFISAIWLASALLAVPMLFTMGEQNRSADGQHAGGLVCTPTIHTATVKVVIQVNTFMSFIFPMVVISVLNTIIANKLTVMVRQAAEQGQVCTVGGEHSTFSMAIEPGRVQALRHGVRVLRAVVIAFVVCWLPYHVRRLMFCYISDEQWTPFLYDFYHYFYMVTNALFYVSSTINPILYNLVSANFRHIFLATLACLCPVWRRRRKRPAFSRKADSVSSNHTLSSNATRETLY
UTI89 phage lysis – inhibition of K1F phage lysis, E. coli UTI89, bacterial capsule biogenesis inhibitors, alamar blue (AID 488966); E. coli UTI89 K1F phage lysis, alamar blue, 2 h; higher % means a stronger effect; one-dose inhibition, % at 100 µM; IC50 in µM for titrated hits; 0.02% of 340,000 active;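 active = phage lysis inhibition, versus mean bacterial control, above a set limit; inconclusive = no clear call, values can overlap the other calls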;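 also: capsule biogenesis inhibitors block K1F phage lysis so surviving cells raise fluorescence; higher fluorescence means more inhibition of phage lysis; actives were called in the ten point dose series up to 300 µM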
RSV CPE inhibition – inhibition of RSV-induced cytopathic effect – HEp-2 cells, primary 10 µM value included (AID 2391) | 0.13% of 310,000 active | HEp-2 cells, RSV-induced CPE inhibition; higher % means a stronger effect | one-dose CPE inhibition, % at 10 µM; IC50 in µM for titrated hits; in the data active = a potency from the dose series; inconclusive = CPE inhibition mostly from about 23% at the one dose, without a potency; inactive = the rest, 99 in 100 with CPE inhibition below about 21%; also: strong numbers were not always called active
MgcRacGAP inhibition – MgcRacGAP GTPase-activating activity inhibitors, confirmation, biochemical, ADP Hunter fluorescence | MgcRacGAP-stimulated Rac1 GTP hydrolysis, ADP Hunter fluorescence; higher % means a stronger effect; GST-tagged Rac1 F28L mutant substrate | AID 624330 | inhibition, % at 30 µM, or IC50 in µM where a hit was titrated | 0.6% of 340,000 active;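 active = first-screen hits whose inhibition reached a set limit at any dose in the follow-up dose series; inconclusive = inhibition above the set first-screen limit but never retested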;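 also: fluorescence reports GDP produced by GAP-driven GTP hydrolysis; strong numbers were not always called active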
T cell modulator – modulates CD8 T cell binding to vesicles. 0.068% of 330,000 active. calls only at 7 µM. AID 2052. 2C CD8+ T cell-vesicle binding, flow cytometry; active compounds read low;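 active = response, share of CD8 T cells binding vesicles, and their 90th percentile fluorescence all below set limits, cut at about 80% in these data, passing the limit was not always enough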
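Read-out – percent CD8+ FL2 mean versus row control · System – murine 2C transgenic CD8+ T lymphocytes · Times – 1.5 h cell–vesicle binding at 37 °C, then 20 min icy labelling · Control set – naked vesicles low, QL9 vesicles with vehicle high · Detection – cytometric PE anti-B7-1 and Alexa647 anti-CD8 signals after 1% paraformaldehyde fixation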
West Nile antiviral – inhibition of WNV-induced cytopathic effect – cell-based, CPE readout (AID 1621); West Nile virus-infected cells, CPE inhibition; higher % means a stronger effect; one-dose CPE inhibition, % at 10 µM; IC50 in µM for titrated hits; 0.02% of 290,000 active; in the data active = a potency from the dose series; inconclusive = CPE inhibition mostly from about 3.7% at the one dose, without a potency; inactive = the rest, 99 in 100 with CPE inhibition below about 2.2%; also: strong numbers were not always called active
SV40 large T antigen – SV40 large T antigen inhibitors, biochemical (AID 1903). 0.39% of 310,000 active. SV40 large T antigen ATPase/helicase inhibition assay; higher % means a stronger effect. inhibition, % at 20 µM; hits with a dose series show IC50 in µM; in the data active = a potency from the dose series; inconclusive = inhibition mostly from about 32% at the one dose, without a potency; inactive = the rest, 99 in 100 with inhibition below about 32%; also: strong numbers were not always called active
Salmonella PhoP GFP – PhoP-dependent GFP reporter repression – Salmonella Typhimurium, primary screen (AID 1863); S. Typhimurium PhoP-regulated promoter GFP reporter, 4 h; higher % means a stronger effect; inhibition, % at 50 µM; hits with a dose series show IC50 in µM; 0.16% of 300,000 active;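 active = inhibition over 29.93%, a cutoff 3 SD above the screen mean, later confirmed by dose response; inconclusive = inhibition over 29.93% but no dose response follow-up; inactive = inhibition at most 29.93% or unconfirmed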;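 also: 0% = low Mg2+ inducing control and 100% = high Mg2+ repressing control; strong numbers were not always called active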
Dengue-2 NS5 capping – Dengue-2 NS5 methyltransferase inhibitors, primary screen, biochemical, confirmation dose response (AID 588689); inhibition, % at 25 µM, or IC50 in µM where a hit was titrated; Dengue-2 NS5 methyltransferase capping enzyme assay, biochemical; higher % means a stronger effect; 0.3% of 340,000 active; in the data active = a potency from the dose series; inconclusive = inhibition above about 29% without an active follow-up result
T cell modulator vesicle-bound % – also measured in T cell modulator; calls as there; double positive events, %; measured here: CD8+ vesicle-bound cell fraction;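 binding gate set so that unloaded-vesicle control wells show 10% double positive cells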
NTR1 ag cell count 20 µM – further read-out of NTR1 ag, marked with its call; cell count; measured here: cell count, cytotoxicity flag
Dengue-2 NS5 capping pilot replicate – also measured in Dengue-2 NS5 capping; calls as there; inhibition, %; measured here: pilot screen replicate inhibition
The depositor's hits bear a star; i = inactive; ? = inconclusive; . = not tested or not shown; [ ] = dose if it differs, or a comment.

SMILES | NTR1 ag | NTR1 ag cell count 20 µM | UTI89 phage lysis | RSV CPE inhibition | MgcRacGAP inhibition | T cell modulator | T cell modulator vesicle-bound % | West Nile antiviral | SV40 large T antigen | Salmonella PhoP GFP | Dengue-2 NS5 capping | others
CCN(CC)S(=O)(=O)c1cccc(-c2n[nH]c(=S)n2/N=C/c2ccc(OC(F)F)cc2)c1 | 27 | 44 | 6.1% | ? | 147µM* | i | 38 | -1.2% | 14% | 22% | -5%
NC(=O)CSc1nnc(-c2ccccc2)c(-c2ccccc2)n1 | 3.2 | 48 | 0.0% | 1.6% | 6% | i | 26 | -0.6% | 26% | -2% | 5%
O=C(c1ccccc1)c1nc[nH]c1C(=O)Nc1ccccc1 | -0.2 | 33 | 1.0% | -3.5% | 9% | i | 24 | 0.5% | 2% | -3% | 3%
CCC(C)c1ccc(NC(=S)NC(C)C2CCCO2)cc1 (stereo not given) | 2.4 | 39 | -0.3% | 7.1% | 3% | i | 42 | -0.1% | 9% | -9% | -7%
COc1ccc(N2CCN(C(=O)CN(C)S(=O)(=O)c3cccs3)CC2)cc1 | -0.2 | 43 | 2.0% | 0.6% | 10% | i | 13 | -0.4% | 12% | 7% | -20%
CCOc1ccc(CCNC(=O)c2cc3c(s2)CS(=O)(=O)C3)cc1OCC | 0.2 | 72 | 0.6% | 1.4% | 14% | i | 11 | 0.0% | 0% | -5% | -5%
Cc1[nH]nc2c1C(c1cc(Br)cs1)C(C#N)=C(N)O2 (stereo not given) | 12 | 62 | -11% | 18% | -5% | i | 47 | -0.9% | 8% | 32% | -6%
CCOC(=O)N/N=C/c1ccc(F)cc1F | 3.6 | 70 | 1.1% | 2.4% | 4% | i | 46 | 0.0% | 3% | 1% | -2%
O=C(N/N=C/c1ccc(-c2ccc(Cl)c(C(=O)O)c2)o1)c1cc2c(ccc3ccccc32)o1 | 1.3 | 68 | 0.1% | 5.4% | 15% | i | 26 | -0.3% | 24% | -5% | 1%
COc1cccc(CNc2cnc3ccccc3c2)c1O | 0.8 | 51 | ? | 15% | 1% | i | 23 | 0.4% | 3% | 1% | -2%
COc1cccc(NC(=O)CC2C(=O)NC3CCCCC3N2C(=O)c2ccc(F)cc2)c1 (stereo not given) | -1.1 | 49 | 1.3% | 1.2% | -2% | i | 26 | 0.4% | -1% | 5% | 0%
O=[N+]([O-])c1cc(C(F)(F)F)ccc1N1CCCC(O)C1 (stereo not given) | 1.0 | 37 | -0.9% | 9.2% | 5% | i | 38 | -0.1% | 11% | -1% | -3%
Cc1nn(-c2ccccc2)c(C)c1/C=C/C(=O)OCC(=O)Nc1ncc(Cl)cc1Cl | -0.7 | 43 | 5.0% | 3.4% | 7% | i | 30 | 0.1% | 12% | 4% | 8%
O=C(COc1ccc(Cl)cc1Cl)NCCCn1ccnc1 | 1.9 | 104 | 0.6% | -0.3% | 5% | i | 6 | -0.9% | 2% | 3% | -1%
COc1ccc(S(=O)(=O)N2CCCCC2)cc1NC(=O)Cc1c[nH]c2ccccc12 | 1.6 | 50 | 0.1%[50 µM] | 5.5% | 8% | i | 42 | -1.0% | 3% | 15% | 2%
Cc1ccc(CCNC(=O)C2CCCN(S(=O)(=O)c3c(C)noc3/C=C/N(C)C)C2)cc1 (stereo not given) | 1.5 | 50 | 3.6% | 2.9% | 3% | i | 52 | 0.3% | 6% | 4% | -3%
CCOc1ccc(N2CC(C(=O)Nc3ccc(S(=O)(=O)N4CCCCC4)cc3)CC2=O)cc1 (stereo not given) | 1.1 | 70 | 0.8%[50 µM] | 12% | 6% | i | 54 | . | 4% | 7% | -4%
O=C1CCC(=O)N1CC(=O)N1c2ccccc2Sc2ccccc21 | 0.3 | 47 | 0.8% | 2.0% | 5% | i | 20 | -0.1% | 14% | -2% | -1%
O=C(CN(Cc1ccco1)C(=O)c1ccccc1)Nc1ccc(Cl)c(Cl)c1 | 7.1 | 91 | 0.1% | 3.5% | 11% | i | 29 | 1.4% | 2% | 0% | -14%
COc1cccc(/C=N/n2c(SC)nnc2-c2ccccc2)c1O | 1.9 | 37 | -0.1% | 1.8% | 23% | i | 22 | -0.1% | 26% | 0% | 1%
COC(=O)c1ccc(N2C(=O)CC(N(C)CCc3ccc(OC)c(OC)c3)C2=O)cc1 (stereo not given) | -0.7 | 31 | -0.3% | 0.1% | 11% | i | 6 | 0.5% | 3% | -3% | -2%
CCc1nnc(NC(=O)C2CCN(S(=O)(=O)Cc3ccccc3)CC2)s1 | 0.5 | 65 | 4.7% | 2.8% | 3% | i | 49 | . | 1% | -6% | -6%
COc1ccc(-c2csc(Nc3ccccc3)[n+]2Cc2ccccc2)cc1 | 1.1 | 57 | 0.2% | 11% | 9% | i | 24 | 0.0% | 11% | -2% | -5%
COc1ccc(CCNC(=O)C(=O)NCc2ccc(C)cc2)cc1OC | 0.7 | 47 | 3.0% | 0.9% | 6% | i | 26 | . | 0% | -1% | -2%
COc1ccc(-c2csc(NC(=O)Cn3nc(C)cc3C)n2)cc1 | -0.2 | 50 | 3.8% | 2.9% | 12% | i | 51 | 0.4% | -4% | 9% | 0%
CCOC(=O)N1CCN(C(=O)CCSCCc2ccncc2)CC1 | 0.7 | 40 | 0.5% | -0.5% | 8% | i | 29 | -0.3% | -8% | 0% | 1%
O=C(NCC(c1ccco1)N1CCN(c2ccccc2F)CC1)C(=O)NC1CC1 (stereo not given) | 0.6 | 51 | 0.9%[50 µM] | 0.3% | 5% | i | 37 | . | 6% | 5% | -10%
COc1ccccc1/C=C1\SC(=S)N(CCC(=O)N2CCN(C)CC2)C1=O | 2.7 | 49 | 0.2% | -0.1% | 4% | i | 36 | ? | 9% | 1% | -5%
N#C/C(=C/c1ccc(N2CCOCC2)o1)c1ccc(Cl)cc1 | . | . | 2.7% | 17% | 41% | i | 65 | . | 0% | 18% | -68%
COc1ccc(CC(=O)Nc2ccc(C(C)=O)cc2)cc1 | -0.5 | 31 | 1.0% | 1.8% | 8% | i | 36 | 0.9% | -11% | -2% | -2%
CCN(CC)S(=O)(=O)c1ccc(NC(=O)COc2c(OC)cccc2OC)cc1 | 1.3 | 72 | -0.3% | 3.7% | 1% | i | 32 | -0.4% | 12% | -10% | -14%
COc1ccc(CN2CCN(C(C)C(=O)N(C)Cc3cccc(F)c3)CC2)cc1OC (stereo not given) | 1.3 | 69 | 0.0% | 2.1% | 76µM* | i | 62 | -0.3% | 11% | -6% | -7%
O=C(c1ccc(N2C(=O)C3C4c5ccccc5C(c5ccccc54)C3C2=O)cc1)N1CCOCC1 (stereo not given) | 3.4 | 59 | 10% | 0.9% | 6% | i | 35 | -0.2% | 6% | -11% | 1%
C(=N\N1CCN(Cc2ccccc2)CC1)/c1ccc(-c2ccccc2)cc1 | -3.3 | 76 | 0.2% | 2.8% | -21% | i | 32 | 0.1% | 4% | -9% | -12%
S=C(NCCc1ccccc1)N/N=C/c1cccs1 | 2.2 | 51 | . | -0.1% | . | i | 19 | . | 14% | . | .
COc1cccc(NC(=O)C(=O)c2cn(CC(=O)N3CCCC3)c3ccccc23)c1 | 0.0 | 67 | 0.7% | 3.1% | 10% | i | 14 | 1.0% | 7% | -11% | 2%
Cn1nnnc1Sc1ncnc2scc(-c3ccc(Br)cc3)c12 | 10 | 61 | 0.5% | . | 11% | i | 7 | . | . | . | -21%
COc1ccc2cc(C(=O)/C=C/c3cc(OC)c(O)c(OC)c3)ccc2c1 | 1.4 | 30 | 1.0% | 10% | 14% | i | 18 | -0.5% | 10% | 6% | -13%
COC(=O)C1C(=O)CC(C)(O)C(C(=O)OC)C1/C=C/c1ccccc1 (stereo not given) | -1.5 | 33 | 0.6% | -1.4% | 12% | i | 23 | 0.0% | 16% | 8% | 3%
O=C(CCc1nnc2n(Cc3ccccc3Cl)c(=O)c3ccccc3n12)NCCCN1CCOCC1 | 0.6 | 58 | -0.1% | 0.2% | 5% | i | 34 | 0.1% | 5% | 2% | -13%
CCCCn1c(N)c(N(CC(C)C)C(=O)c2cccc(S(=O)(=O)N3CC(C)OC(C)C3)c2)c(=O)[nH]c1=O (stereo not given) | 0.8 | 55 | 1.0%[50 µM] | -1.2% | 0% | i | 47 | . | 15% | -7% | -1%
COc1cc(C(=O)Nc2ccccc2SCc2cc(=O)n3nc(C)sc3n2)cc(OC)c1OC | -0.6 | 55 | 0.1% | -0.4% | 15% | i | 15 | -0.3% | 5% | 9% | -2%
Cc1cc(C)n(C(=O)c2ccc(Cn3nc(C)c(Br)c3C)o2)n1 | 0.5 | 97 | 1.0% | -0.9% | 5% | i | 29 | 0.2% | 5% | -8% | 1% | Dengue-2 NS5 capping pilot replicate=4.2
CC(C)Oc1ccc(OCCSc2nc3ccccc3n2CC(=O)O)cc1 | 0.3 | 71 | 1.4% | 1.1% | 1% | i | 59 | -0.4% | 8% | 2% | -2%
Cc1ccc(Nc2nnc(C)c(=O)[nH]2)cc1 | -0.4 | 40 | -2.1% | -1.1% | 3% | i | 59 | -0.7% | 8% | -5% | -8%
CC(/C=N/Nc1nc(C)cc(=O)[nH]1)=C\c1ccccc1 | -0.5 | 87 | 0.1% | 2.4% | -13% | i | 61 | . | 9% | 2% | 3%
Cc1ccc(C(=O)NC(c2ccccc2)C(Cl)Cl)cc1 (stereo not given) | 1.4 | 44 | 3.4% | 4.3% | 9% | i | 30 | -0.7% | 10% | -12% | -6%
CC(=O)Oc1ccc(N(c2ccccc2)S(=O)(=O)c2ccc(C)cc2)cc1 | 0.6 | 62 | -0.2% | 1.0% | 8% | i | 24 | -1.7% | 6% | 1% | -6%
COC(=O)Cc1ccc(NC(=S)N2CCN(c3ccc(F)cc3)CC2)cc1 | . | . | 1.2%[50 µM] | -0.1% | 6% | i | 31 | -1.6% | 7% | 37% | -4%
